# Compound activity: PubChem, several laboratories
# MEKK2 mut-MEK5: MEK5 binding signal on mutant MEKK2 PB1, primary screen, biochemical, multiplex bead flow cytometry, Alexa488-MEK5; Alexa488-MEK5 binding to MEKK2 mutant; percent response, % at 10 µM; actives 0.35% (n = 290,000); in the data active = percent response above about 24%, passing the limit was not always enough; also: inactives centre near 1; some results filed as inactive read as strong as hits; reference of the scale not given here
# V1R ag counter: agonists of human V1a receptor, primary screen, counter-screen for OXTR agonist project, fluorescence, CHO-V1R cells; Vasopressin V1a receptor (Homo sapiens), P37288; Fluo-8 calcium fluorescence, agonist mode; 0% DMSO, 100% 3 nM vasopressin; activation, % at 3 µM; actives 0.25% (n = 320,000); AID 2797, 2010;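 active = activation above the mean activation of all tested compounds plus 3 SD, per screening run, cut at about 20% in these data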;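 also: signal is peak over basal fluorescence ratio across a 100 second FLIPR read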
# OXTR agonist: human OXTR agonists, primary screen, fluorescence, CHO-OTR cells, Fluo-8 calcium; Fluo-8 calcium fluorescence; normalized: DMSO 0%, oxytocin 100%; actives 0.32% (n = 320,000); activation, % at 3 µM; AID 2435, 2010;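 active = activation above the mean of all tested compounds plus 3 SD, cutoff set per screening run, cut at about 20% in these data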;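 also: peak over basal fluorescence ratio from a 100 s FLIPR kinetic read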
# Target sequence (P30559 whole entry, looked up): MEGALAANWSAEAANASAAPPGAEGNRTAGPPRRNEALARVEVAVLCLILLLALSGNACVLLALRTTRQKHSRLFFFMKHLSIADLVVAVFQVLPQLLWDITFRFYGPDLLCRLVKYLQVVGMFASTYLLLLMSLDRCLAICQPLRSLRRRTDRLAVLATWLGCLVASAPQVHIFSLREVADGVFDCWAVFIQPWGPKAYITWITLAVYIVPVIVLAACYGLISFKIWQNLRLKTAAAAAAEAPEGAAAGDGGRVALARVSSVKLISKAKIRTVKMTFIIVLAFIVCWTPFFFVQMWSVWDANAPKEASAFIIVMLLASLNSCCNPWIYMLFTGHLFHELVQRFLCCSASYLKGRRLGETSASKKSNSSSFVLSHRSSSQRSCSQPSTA
# MEKK2wt PB1 HTS: modulators of MEK5 binding to wildtype MEKK2, primary screen, biochemical, multiplex bead flow cytometry, Alexa488-MEK5; actives 1.1% (n = 290,000); Alexa488-MEK5 binding to MEKK2 WT; actives lie on both sides; AID 1531, 2009; binding response (% of control), % at 10 µM; Mitogen-activated protein kinase kinase kinase 2 (Homo sapiens), Q9Y2U5; in the data active = binding response below about 67% or above about 130%
# NALP1 yeast inh: NALP1 inflammasome inhibitors in reconstituted yeast, colorimetric, S. cerevisiae, triplicate retest. inhibition, % at 10 µM. S. cerevisiae NALP1/ASC/caspase-1 growth, X-gal OD620, 72 h. actives 0.61% (n = 280,000). AID 2071, 2009; in the data active = inhibition mostly above about 24%, no sharp cut-off; inactive = mostly below about 32%; also: some compounds called inactive have numbers as strong as hits
# PHOSPHO1 inh: PubChem AID 1565; recombinant PHOSPHO1, absorbance phosphatase assay; actives 1.1% (n = 290,000); inhibition, % at 13.3 µM; in the data active = inhibition above about 60%
# Target sequence (Q8TCT1 whole entry, looked up): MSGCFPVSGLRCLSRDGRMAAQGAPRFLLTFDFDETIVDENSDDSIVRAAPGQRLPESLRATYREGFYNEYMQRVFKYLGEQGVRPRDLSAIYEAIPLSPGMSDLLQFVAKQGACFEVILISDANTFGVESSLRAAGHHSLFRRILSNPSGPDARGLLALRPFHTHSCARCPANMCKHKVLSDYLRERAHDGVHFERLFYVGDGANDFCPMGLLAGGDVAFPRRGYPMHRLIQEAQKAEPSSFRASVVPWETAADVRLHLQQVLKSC
# MEKK3 PB1 HTS: modulators of MEKK3-MEK5 PB1 binding, primary screen, biochemical, wildtype MEKK3, multiplex bead flow cytometry, Alexa488-MEK5; actives 1.4% (n = 290,000); bead-based flow cytometry, Alexa488-MEK5 binding to MEKK3; actives lie on both sides; 0 = blocked by unlabeled MEK5, 100 = vehicle; binding response (% of control), % at 10 µM; Mitogen-activated protein kinase kinase kinase 3 (Homo sapiens), Q99759;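 active = binding response more than 3 SD above or below the average of its plate-row segment, actives on both sides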;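 also: Alexa488 bead fluorescence after subtracting the streptavidin-only scavenger bead signal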
# GPR7 antagonist: GPR7 receptor antagonists, primary screen, cell-based, fluorescence, single concentration; Neuropeptides B/W receptor type 1 (Homo sapiens), P48145; GPR7-expressing cells, fluorescence antagonist assay; inhibition, % at 4.4 µM; actives 1.1% (n = 290,000); in the data active = inhibition above about 16%, passing the limit was not always enough;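 also: cells stimulated with the agonist NPW; 0% = agonist with vehicle and 100% = vehicle without agonist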
# GalR3 antagonist: GalR3 antagonists in HEK293 cells, primary screen, cell-based, fluorescence readout | Galanin receptor type 3 (Homo sapiens), O60755 | HEK293 GalR3-CNG cAMP membrane potential fluorescence; galR3 body fused to GalR1 C-terminus | inhibition, % at 3 µM | actives 0.44% (n = 360,000) | AID 651719, 2012;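 active = inhibition above the screen-wide average plus 3 SD, cut at about 13% in these data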;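 also: forskolin and galanin both at EC90 stimulate the cells; cAMP rise reported by CNG channel membrane potential dye signal; 0% = forskolin plus galanin with DMSO and 100% = forskolin alone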
# Target sequence (O60755 1-299 limits assumed): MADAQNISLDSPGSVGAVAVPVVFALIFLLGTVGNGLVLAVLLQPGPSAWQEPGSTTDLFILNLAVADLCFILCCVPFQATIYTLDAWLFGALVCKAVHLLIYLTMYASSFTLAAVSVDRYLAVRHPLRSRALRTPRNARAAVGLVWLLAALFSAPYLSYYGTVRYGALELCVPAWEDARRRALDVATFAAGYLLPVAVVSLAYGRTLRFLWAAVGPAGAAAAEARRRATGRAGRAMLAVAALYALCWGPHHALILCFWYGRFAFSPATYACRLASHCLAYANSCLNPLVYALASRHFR
# Numbers without * were called inactive; . = not tested or not shown; [ ] = remark or other dose.
SMILES,MEKK2 mut-MEK5,V1R ag counter,OXTR agonist,MEKK2wt PB1 HTS,NALP1 yeast inh,PHOSPHO1 inh,MEKK3 PB1 HTS,GPR7 antagonist,GalR3 antagonist
CCC(=O)Nc1ccccc1-c1nnn(CC(=O)N2c3ccccc3CC2C)n1 (configuration not stated),3,0.4,0.2,101,-4,-7,102,-8,1
C=CCOc1ccc(CN(C)CC(=O)Nc2ccc3c(c2)CCC3)cc1,-1,1.5,-0.2,98,-8,48,98,24*,-5
COc1ccc(NC(=O)c2cccnc2)c([N+](=O)[O-])c1,0,-0.7,-1.5,96,14,16,100,7,-9
O=C(/C=C/c1ccccc1)OCCCN=C1NS(=O)(=O)c2ccccc21,5,4.3,3.9,104,14,44,105,7,-8
CCOC(=O)c1c(C)[nH]c(C)c1C(=O)COC(=O)/C=C/c1cccc(F)c1,9,1.0,-0.3,106,16,18,96,-8,-10
COc1ccccc1-c1c(C)nn2c(N3CCC(C(N)=O)CC3)cc(C)nc12,-3,0.4,0.6,107,37,18,96,-6,-4
O=C(CSc1ccc2ccccc2c1)Nc1ncccn1,2,2.9,1.7,102,22,6,100,-7,0
COc1ccc(CNC(=O)COC(=O)CCCOc2ccc(Cl)cc2Cl)cc1,0,6.4,3.5,108,32,-15,123,-5,4
COc1ccc(CNC(=O)Cn2nc(C(F)(F)F)c(Br)c2C)cc1,2,1.5,-0.6,104,15,14,102,-10,-5
N#CC1(NC(=O)CN2CCc3ccccc3C2)CCCC1,0,1.0,0.9,95,7,-16,101,-2,-2
O=C(O)CCCCCCCCc1cn(CN2C(=O)c3ccccc3C2=O)nn1,1,0.5,0.0,106,28,10,103,5,-1
O=C(Nc1cccn(Cc2c(Cl)cccc2Cl)c1=O)c1ccccc1Cl,2,0.4,-1.4,100,-1,24,103,2,-9

# Laid out differently: results already given.
# Sequence of screens: MEKK2 mut-MEK5 | V1R ag counter | OXTR agonist | MEKK2wt PB1 HTS | NALP1 yeast inh | PHOSPHO1 inh | MEKK3 PB1 HTS | GPR7 antagonist | GalR3 antagonist
C=CCOc1ccc(CN(C)CC(=O)Nc2ccc3c(c2)CCC3)cc1
 : -1 | 1.5 | -0.2 | 98 | -8 | 48 | 98 | 24* | -5
O=C(O)CCCCCCCCc1cn(CN2C(=O)c3ccccc3C2=O)nn1
 : 1 | 0.5 | 0.0 | 106 | 28 | 10 | 103 | 5 | -1

# New compounds follow:
SMILES,MEKK2 mut-MEK5,V1R ag counter,OXTR agonist,MEKK2wt PB1 HTS,NALP1 yeast inh,PHOSPHO1 inh,MEKK3 PB1 HTS,GPR7 antagonist,GalR3 antagonist
O=C1CN2NC(=S)N(c3ccccc3)C2=CN1c1ccc(Cl)cc1,2,0.7,0.4,110,1,8,106,-3,-7
COc1cc(C(=O)O)ccc1O,1,0.6,0.8,100,10,-4,98,-9,2
COCCCNC(=O)c1cc2c(=O)n(C)c3ccccc3c2n1C,0,-0.2,0.2,98,-17,-9,91,-5,-3
COc1ccc(CC(=O)Nc2ccc(S(=O)(=O)N(C)C)cc2)cc1OC,7,1.4,0.1,113,4,19,111,-14,6
CCOC(=O)c1nnsc1NC(C)=O,-4,0.9,0.3,96,27,7,99,-12,3
O=C(Nc1ccccc1)c1ccc(-c2ccccc2C(F)(F)F)o1,-3,-0.6,-1.6,98,43,-16,90,-15,-6
O=C(c1ccccc1)N1CCc2[nH]nc(-c3ccccc3)c2C1,3,0.7,-0.4,108,4,49,108,8,-8
Cc1ccn(S(=O)(=O)c2ccc(C(C)(C)C)cc2)n1,4,3.8,1.0,104,18,-3,101,16,-6
COc1ccc(O)c(CN2CCN(CCc3ccccc3)C(CCO)C2)c1 (configuration not stated),0,0.1,-0.1,103,8,39,97,7,-8
Cc1cccc2[nH]c(CCNC(=O)C3CCC(=O)N(CCc4cccc(F)c4)C3)nc12 (configuration not stated),1,0.7,-0.1,100,28,54,100,-2,2
COc1cc2c(C(=O)N3CCOCC3)c(CSc3ccccc3)n(C)c2cc1Br,1,-1.0,-2.2,106,-8,-10,100,-5,0
CCC(=O)Nc1ccc(NC(=O)Cc2ccccc2)cn1,3,1.4,0.1,107,13,4,102,-12,-4
COc1ccc(N2CCN(Cc3nc4c(c(=O)n(C)c(=O)n4C)n3Cc3cccc(C)c3)CC2)cc1,.,-0.1,-1.4,.,15,26,.,-2,.
O=C(CSc1nnc2c3c4c(sc3ncn12)CCCC4)NCc1ccco1,4,1.5,0.1,106,2,10,103,-7,-1
CCOCCCNC(=O)C1c2ccccc2C(=O)N2CCc3ccccc3C12 (configuration not stated),6,-0.3,-0.6,108,9,18,110,-1,-6
CCOC(=O)c1c(-c2ccccc2)oc2ccc(OCC(=O)NNC(=O)CCC(=O)O)cc12,-49,.,.,9.0*[inhibitor],-1,-5,5.0*[inhibitor],-14,-12
COc1cc(Cl)c(C)cc1NC(=O)CSc1cc(Cl)ccc1Cl,11,-0.9,-2.2,92,25,0,101,-9,-1
COc1cc(C(O)P(=O)(OCC(C)C)OCC(C)C)cc(OC)c1OC (configuration not stated),11,0.7,0.1,109,-4,40,101,2,-1
COc1ccccc1N=Nc1nc(-c2ccccc2)c(-c2ccccc2)[nH]1,-2,-0.4,-1.6,92,3,-1,95,0,-2
O=C(Cn1cc2c(n1)CCCCC2)NCc1cccs1,-1,-0.2,-1.0,102,-9,40,103,-5,3
Cc1nnc(C)n1/N=C/c1ccc(C(=O)O)cc1,1,0.2,1.0,97,17,-16,101,-9,-3
CCOC(=O)c1ccc(NC(=O)CC2NCCNC2=O)cc1 (configuration not stated),3,0.1,0.1,103,14,19,91,-5,-2
Cc1ccc2c(CN(C)Cc3ccccc3)cc(=O)oc2c1C,5,-0.6,-1.9,100,8,48,102,2,-9
O=C(O)C[C@@H](O)C(=O)O,4,0.0,0.5,106,9,40,112,-13,.
CCOC(=O)C1CCCN(c2cc(=O)n(-c3ccccc3Cl)c(=O)[nH]2)C1 (configuration not stated),10,-0.4,0.6,114,.,1,103,1,.
COc1ccc(N2CC(C(=O)N[C@H](C(=O)NC(C)c3ccccc3)C(C)C)CC2=O)cc1 (some centres not stated),2,0.1,-0.9,101,7,18,101,-8,2
O=C(Nc1cnc2ccccc2c1)c1ccco1,6,0.1,0.7,114,1,-15,105,-6,-5
CCN(CC)c1ccc(/C=N/NC(=O)C(O)c2ccccc2)cc1 (configuration not stated),-9,-1.1,-0.8,97,-16,21,97,-9,-4
Cc1ccccc1C1CC(c2ccc(Br)cc2)Nc2nc(N)nn21 (configuration not stated),1,3.4,9.0,105,-22,-24,104,9,-3
Cc1ccc(Oc2ncccc2/C=N/O)cc1,2,0.7,-1.1,104,-10,14,105,-11,-5
C=C(C)Cn1c(=S)[nH]c2ccccc2c1=O,3,0.4,-0.2,103,.,1,103,-8,-9
COC(=O)c1[nH]c2ccccc2c1NC(=O)CCN1CCSCC1,2,0.9,-0.1,104,3,8,103,-11,-5
CCc1ccc(NC(=O)NNC(=O)c2cc3ccccc3cc2O)cc1,9,0.0,0.5,109,1,14,103,-9,-3
COc1cc(/C=N/O)cc(Br)c1OS(=O)(=O)c1ccc(C)cc1,7,1.2,0.6,106,-1,-23,105,-2,-7
CC(C)CN(C(=O)COC(=O)c1cncc(Br)c1)c1c(N)n(Cc2ccccc2)c(=O)[nH]c1=O,4,1.4,-0.5,92,27,-5,98,-12,0
CC1CC(C)(C)NC(=S)N1CCC(=O)Nc1ccc2c(c1)OCCO2 (configuration not stated),2,0.1,-0.5,100,-6,-58,105,-10,-10
COc1ccc(C(=O)CN2CCN(c3ccc(Cl)cc3)CC2)cc1OC,3,0.7,2.6,106,17,33,102,1,-13
CC(=O)Nc1ccc(S(=O)(=O)N2CCN(C(=O)c3ccco3)CC2)cc1,5,0.9,0.6,107,13,24,109,17,-9
Cc1ccc(S(=O)(=O)N2CCN(c3ccnc4cc(Cl)ccc34)CC2)cc1,2,3.0,3.6,105,-10,37,102,14,-7
Cc1cc(OCCOCCN(C)C)ccc1Cl,-1,1.0,2.5,96,37,-9,102,-3,-1
Cc1ccc2c(c1)N(CC(=O)NCCCN1CCCCC1)C(=O)c1cccnc1O2,1,-0.2,0.8,106,17,-40,102,-9,0
N/C(=N\O)c1ccc(Cl)cc1Cl,-6,-0.5,0.4,97,10,6,93,-4,-2
COc1ccccc1-c1n[nH]c(=S)n1Cc1ccco1,0,-0.7,-1.7,96,-21,32,97,-10,.
CN(C)S(=O)(=O)N1CCN(C(=O)c2ccc3c(c2)OCO3)CC1,-1,0.5,0.4,104,20,19,105,-3,-7
C=CCn1c(SCc2ccc(C(=O)NCCO)cc2)nc2ccccc2c1=O,5,1.3,1.0,111,12,24,111,11,1
CCOC(=O)c1sc(N2N=C(C)/C(=C\c3ccc(OCC(=O)OC)cc3)C2=O)nc1C,1,-0.2,-0.7,105,26,3,121,-11,-10
C#CCOCCOCCOCCNc1nc(N2CCN(C(=O)Cn3cc(CCCCN)nn3)CC2)nc(N2CCN(C(=O)[C@H](C(C)C)n3cc(CCO)nn3)CC2)n1,3,0.9,0.2,96,20,-6,100,-8,-4

# Ordered by count of non-hydrogen atoms (largest number first): 14 of the compounds above
SMILES,MEKK2 mut-MEK5,V1R ag counter,OXTR agonist,MEKK2wt PB1 HTS,NALP1 yeast inh,PHOSPHO1 inh,MEKK3 PB1 HTS,GPR7 antagonist,GalR3 antagonist
C#CCOCCOCCOCCNc1nc(N2CCN(C(=O)Cn3cc(CCCCN)nn3)CC2)nc(N2CCN(C(=O)[C@H](C(C)C)n3cc(CCO)nn3)CC2)n1,3,0.9,0.2,96,20,-6,100,-8,-4
CC(C)CN(C(=O)COC(=O)c1cncc(Br)c1)c1c(N)n(Cc2ccccc2)c(=O)[nH]c1=O,4,1.4,-0.5,92,27,-5,98,-12,0
CCOC(=O)c1sc(N2N=C(C)/C(=C\c3ccc(OCC(=O)OC)cc3)C2=O)nc1C,1,-0.2,-0.7,105,26,3,121,-11,-10
Cc1ccc2c(c1)N(CC(=O)NCCCN1CCCCC1)C(=O)c1cccnc1O2,1,-0.2,0.8,106,17,-40,102,-9,0
C=CCn1c(SCc2ccc(C(=O)NCCO)cc2)nc2ccccc2c1=O,5,1.3,1.0,111,12,24,111,11,1
Cc1ccc(S(=O)(=O)N2CCN(c3ccnc4cc(Cl)ccc34)CC2)cc1,2,3.0,3.6,105,-10,37,102,14,-7
CCc1ccc(NC(=O)NNC(=O)c2cc3ccccc3cc2O)cc1,9,0.0,0.5,109,1,14,103,-9,-3
CC1CC(C)(C)NC(=S)N1CCC(=O)Nc1ccc2c(c1)OCCO2 (configuration not stated),2,0.1,-0.5,100,-6,-58,105,-10,-10
COC(=O)c1[nH]c2ccccc2c1NC(=O)CCN1CCSCC1,2,0.9,-0.1,104,3,8,103,-11,-5
CN(C)S(=O)(=O)N1CCN(C(=O)c2ccc3c(c2)OCO3)CC1,-1,0.5,0.4,104,20,19,105,-3,-7
COc1ccccc1-c1n[nH]c(=S)n1Cc1ccco1,0,-0.7,-1.7,96,-21,32,97,-10,.
Cc1cc(OCCOCCN(C)C)ccc1Cl,-1,1.0,2.5,96,37,-9,102,-3,-1
C=C(C)Cn1c(=S)[nH]c2ccccc2c1=O,3,0.4,-0.2,103,.,1,103,-8,-9
N/C(=N\O)c1ccc(Cl)cc1Cl,-6,-0.5,0.4,97,10,6,93,-4,-2
